CaV13 ICDI inh: Disruptors of the CACNA1D IQ motif to Ca2+-dependent inactivation inhibitor domain association, primary screening, Förster resonance energy transfer in intact living … | HEK cells, CFP/YFP FRET ICDI-IQ, plate reader, 10 min; percent FRET-ratio fall versus neutral wells | inhibition, % at 12.3 µM | 340,000 tested, 0.098% active;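 active = mean replicate inhibition of at least 30% and at least 1% of replicates passing that level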;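 also: 0% = median of the neutral control wells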
NR2E3 ag-1: agonists of human NR2E3 nuclear receptor; AID 602229; 360,000 tested, 0.35% active; CHO-S Gal4-NCOR/VP16-NR2E3 two-hybrid, luciferase; inhibition of corepressor binding, % at 3.98 µM;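 active = inhibition above the mean of all tested compounds plus 3 SD, cut at about 70% in these data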;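 also: 0% = DMSO with NR2E3 transfected cells and 100% = cells lacking NR2E3 construct; higher means lower luciferase signal from less NR2E3 corepressor binding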
Target sequence (Q9Y5X4 whole entry, looked up, the tested form may be a part): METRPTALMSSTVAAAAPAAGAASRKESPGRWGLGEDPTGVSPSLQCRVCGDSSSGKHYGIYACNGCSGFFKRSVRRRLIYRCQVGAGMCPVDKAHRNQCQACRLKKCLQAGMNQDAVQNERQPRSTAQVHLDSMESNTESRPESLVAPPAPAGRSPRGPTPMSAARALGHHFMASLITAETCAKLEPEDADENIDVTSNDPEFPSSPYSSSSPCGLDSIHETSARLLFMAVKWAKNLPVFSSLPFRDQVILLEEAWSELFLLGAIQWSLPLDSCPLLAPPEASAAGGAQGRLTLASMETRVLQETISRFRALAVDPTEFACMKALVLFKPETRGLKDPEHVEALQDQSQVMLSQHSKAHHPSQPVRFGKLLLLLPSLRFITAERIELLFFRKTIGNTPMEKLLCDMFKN
PDI inh: PDI (human) enzyme inhibition; P07237; PDI insulin aggregation turbidity, A650, 90 min; inhibition, % at 10 µM; 350,000 tested, 0.052% active;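 active = mean inhibition across replicates of 30% or more, whatever share of single replicates reach that level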;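 also: absorbance from insulin aggregation driven by PDI reduction with DTT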
H9c2 protect: myocardial damage modulation in H9c2 cells; H9c2 cardiomyocytes, H2O2 injury protection, ATPLite, 2 h; protection from H2O2 cell death, % at 20 µM; 360,000 tested, 0.63% active; AID 588492;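 active = compounds giving at least 50% protection of heart cells from peroxide-induced death in the single-dose screen, raw or plate-pattern-corrected value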;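 also: 0% = DMSO wells with peroxide and 100% = DMSO wells without peroxide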
HIF-2a block: HIF-2a inhibition; 786-0 RCC cells HIF-2a reporter, luciferase luminescence, overnight; inhibition, % at 18.8 µM; 360,000 tested, 0.72% active; AID 624352;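 active = inhibition of the luminescence signal of 40% or more relative to plate controls, in a single-dose primary screen at 18.75 µM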
HTR2A ag: activates the mouse 5-HT2A serotonin receptor. CHO-K1 mHTR2A beta-arrestin complementation, luminescence; percent of 30 µM serotonin response. activation, % at 7.6 µM. 360,000 tested, 0.66% active;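 active = activation above a run cutoff, the mean activation of all tested compounds plus 3 SD, cut at about 14% in these data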;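 also: 0% = plate median of compound wells and 100% = 30 µM serotonin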
Target sequence (P35363 whole entry, looked up): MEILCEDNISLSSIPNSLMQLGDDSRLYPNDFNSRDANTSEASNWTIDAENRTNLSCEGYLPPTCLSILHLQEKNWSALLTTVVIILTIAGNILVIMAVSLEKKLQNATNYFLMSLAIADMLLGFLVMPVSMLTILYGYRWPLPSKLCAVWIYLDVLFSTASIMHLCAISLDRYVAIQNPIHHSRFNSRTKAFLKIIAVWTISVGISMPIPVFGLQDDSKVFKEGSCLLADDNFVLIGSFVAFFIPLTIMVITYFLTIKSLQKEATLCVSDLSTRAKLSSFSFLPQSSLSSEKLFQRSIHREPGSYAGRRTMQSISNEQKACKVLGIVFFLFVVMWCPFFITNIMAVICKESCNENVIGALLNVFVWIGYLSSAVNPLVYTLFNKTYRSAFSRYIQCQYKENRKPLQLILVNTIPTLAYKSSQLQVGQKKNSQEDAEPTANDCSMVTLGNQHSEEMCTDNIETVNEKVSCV
TRPM1 prom inh: MITF TRPM1 promoter inhibition in SK-MEL-5 cells; SK-MEL-5 TRPM1 promoter luciferase, 24 h; inhibition, % at 12.5 µM; 330,000 tested, 0.83% active;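 active = mean inhibition across replicates of 60% or more, whatever share of single replicates reaches that level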; also: values of inactives mirror those of a sister screen read the other way
NR2E3 ag-2: activates human photoreceptor nuclear receptor NR2E3 | Q9Y5X4 | GST-NR2E3/biotin-RetCOR TR-FRET, 1536-well | inhibition of corepressor binding, % at 4.78 µM | 320,000 tested, 0.12% active | AID 2300;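 active = percent inhibition above the cutoff of mean plus 3 SD of all tested compounds, set per screening campaign, cut at about 20% in these data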;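 also: 0% = DMSO wells and 100% = biotin wells as full block of FRET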
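Material: NR2E3–RetCOR corepressor complex / Incubation: Compound–protein incubation for 5 h at 4 °C / Dosing: compound at 4.8 µM, single dose / Detection: time-resolved FRET / Benchmarks: high control biotin, low control 0.6% DMSO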
iPSC survival up: increases survival of single human iPS cells; hiPSC single-cell survival, ATPlite luminescence; 100% = ROCK inhibitor wells, 0% = DMSO; survival enhancement, % at 20 µM; 360,000 tested, 0.044% active; AID 602274; in the data active = survival enhancement above about 18%;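 also: cells exposed to compounds for 16 hours before the ATP read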
Peg3 prom inh: reduces Peg3 promoter-driven luciferase expression in HeLa; HeLa PEG-Prom luciferase reporter, luminescence, overnight; 360,000 tested, 1.7% active; inhibition, % at 20 µM;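 active = inhibition of at least 50% at 20 µM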
Shn3 3UTR inh: Schnurri-3 reporter inhibition in Clone20 osteoblasts. Clone20 osteoblast Shn3 3'UTR firefly luciferase, 24 h. 360,000 tested, 0.52% active. inhibition, % at 12.5 µM;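 active = mean inhibition of at least 75% with every replicate also reaching 75%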;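 also: 0% = median of neutral control wells and 100% = pilot-screen positive control compound; some compounds past the cut are filed as inactive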
Active calls of the source: *; · = no result given.

1: CCc1ccccc1NC(=O)COc1cccc2ccc(C)nc12
2: Cc1cccc(-c2nnc(-c3cccc(NC(=O)Cc4cccs4)c3)o2)c1
3: O=C(O)CC1Oc2ccc(Cl)cc2NC1=O (stereo not drawn)
4: Cc1ccc(Nc2cc(=O)[nH]c(=O)[nH]2)cc1Cl
5: O=C(Nc1cccc(S(=O)(=O)N2CCCCCC2)c1)C1CC(=O)N(c2ccc3c(c2)OCCO3)C1 (stereo not drawn)
6: CCOc1ccccc1C(=O)Nc1nnc(COC)s1

compound no.,1,2,3,4,5,6
CaV13 ICDI inh,-3,-7,-11,-6,-5,1
NR2E3 ag-1,-4,-160,-21,-11,-13,4
PDI inh,-1,-3,·,-6,-2,-3
H9c2 protect,1,-4,-11,4,-6,12
HIF-2a block,26,-296,9,6,12,-25
HTR2A ag,0,-1,-1,-1,-2,4
TRPM1 prom inh,10,-61,2,1,19,-2
NR2E3 ag-2,1,1,-2,3,-2,1
iPSC survival up,1.6,-1.6,-1.0,0.3,1.6,0.0
Peg3 prom inh,18,-114,5,2,0,1
Shn3 3UTR inh,19,-18,-9,-25,3,-15

7: CC(=O)NC(CC(=O)N(C)Cc1cccc(Cl)c1Cl)c1ccccc1 (stereo not drawn)
8: CCOc1cc(C(=O)NCCOC)ccc1OC
9: CCOC(=O)N1CCN(C(=O)C(C)n2nc(C)n3c(cc4sccc43)c2=O)CC1 (stereo not drawn)
10: CC1CCCCN1CCNC(=O)C1CCN(S(=O)(=O)c2cccc3nsnc23)CC1 (stereo not drawn)
11: CCOC(=O)C(NC(C)=O)(Nc1ccc(F)cc1)C(F)(F)F (stereo not drawn)
12: Cc1cc(OC(=O)c2ccccc2[N+](=O)[O-])c([N+](=O)[O-])c(=O)[nH]1

compound no.,7,8,9,10,11,12
CaV13 ICDI inh,3,-6,·,-3,0,-6
NR2E3 ag-1,-9,-23,0,0,-10,-14
PDI inh,1,7,2,-1,-6,-6
H9c2 protect,-3,1,3,3,9,-11
HIF-2a block,-5,9,12,9,-8,14
HTR2A ag,-1,0,0,-4,-3,8
TRPM1 prom inh,11,12,-1,-5,5,19
NR2E3 ag-2,1,-3,-2,5,2,2
iPSC survival up,0.2,-2.1,-1.5,0.6,-2.9,0.2
Peg3 prom inh,13,-7,11,-12,1,11
Shn3 3UTR inh,7,6,4,7,-3,5

13: CCCn1c(SCC(=O)Nc2ccc3c(c2)CCC3)n[nH]c1=O
14: Cc1ccc2[nH]c(=O)c3cc(C(=O)NCC4CCCO4)sc3c2c1 (stereo not drawn)
15: Nc1ccccc1-c1nnc2n1CCCCC2
16: CSc1nc2ccc(S(=O)(=O)N(C)C)cc2s1
17: CCNS(=O)(=O)c1ccc(CCC(=O)N2CCOCC2)cc1
18: COC(=O)c1ccc(CNC(=O)C2CCC(=O)N(CCc3ccccn3)C2)cc1 (stereo not drawn)

compound no.,13,14,15,16,17,18
CaV13 ICDI inh,-2,-4,-3,-4,-5,-5
NR2E3 ag-1,-5,-3,-7,0,-4,-28
PDI inh,-4,1,4,-1,-2,0
H9c2 protect,-2,9,-2,-2,-4,9
HIF-2a block,-7,-20,9,-5,12,7
HTR2A ag,-3,-4,-4,-3,-4,1
TRPM1 prom inh,-10,-17,8,-3,3,·
NR2E3 ag-2,-1,5,2,-3,0,·
iPSC survival up,1.7,-0.6,-0.6,-2.4,0.0,-0.7
Peg3 prom inh,6,14,12,-18,-9,3
Shn3 3UTR inh,-11,4,3,5,20,5

19: Cc1ccnc(NC(=O)CNC(=O)c2ccc3c(c2)OCO3)c1
20: CCN(c1ccccc1)S(=O)(=O)c1ccc(C(=O)Oc2ccc(C(C)=O)cc2)cc1
21: Cc1ccccc1-c1nc(P(=O)(c2ccccc2)c2ccccc2)c(N2CCOCC2)o1
22: O=C(Nc1cc(F)ccc1F)C1CCCO1 (stereo not drawn)
23: CCc1cc(C(=O)NNC(=O)CCN2CCN(c3ccccc3)CC2)sc1C
24: COC(=O)CCCC(=O)N1CCCC(C(=O)c2ccc(OC)cc2C)C1 (stereo not drawn)

compound no.,19,20,21,22,23,24
CaV13 ICDI inh,-7,-8,-5,-7,·,-3
NR2E3 ag-1,12,0,8,-23,6,27
PDI inh,-9,9,-11,-7,-9,-3
H9c2 protect,0,-1,-1,-1,2,8
HIF-2a block,-40,9,16,0,1,5
HTR2A ag,6,1,2,0,3,-4
TRPM1 prom inh,-13,10,-7,-5,6,-7
NR2E3 ag-2,4,3,-1,3,3,-5
iPSC survival up,-0.3,0.8,-0.2,1.0,0.2,3.2
Peg3 prom inh,-20,2,10,10,5,1
Shn3 3UTR inh,-34,3,19,-12,10,-5

An excerpt of these results, with each value named.
4) Cc1ccc(Nc2cc(=O)[nH]c(=O)[nH]2)cc1Cl
  CaV13 ICDI inh: -6
  NR2E3 ag-1: -11
  PDI inh: -6
  H9c2 protect: 4
  HIF-2a block: 6
  HTR2A ag: -1
  TRPM1 prom inh: 1
  NR2E3 ag-2: 3
  iPSC survival up: 0.3
  Peg3 prom inh: 2
  Shn3 3UTR inh: -25

9) CCOC(=O)N1CCN(C(=O)C(C)n2nc(C)n3c(cc4sccc43)c2=O)CC1 (stereo not drawn)
  CaV13 ICDI inh: ·
  NR2E3 ag-1: 0
  PDI inh: 2
  H9c2 protect: 3
  HIF-2a block: 12
  HTR2A ag: 0
  TRPM1 prom inh: -1
  NR2E3 ag-2: -2
  iPSC survival up: -1.5
  Peg3 prom inh: 11
  Shn3 3UTR inh: 4

Carrying on.
25: CCOc1ccccc1Cn1c(=O)sc2ccccc21
26: CC(CCc1ccccc1)NC(=O)COC(=O)c1ccccc1Br (stereo not drawn)
27: O=C(N/N=C/c1ccc(Br)cc1)c1ccc(Br)o1
28: c1ccc2c(c1)OCC(c1nnc3sc(-c4cnccn4)nn13)O2 (stereo not drawn)
29: O=C(CSCCO)Nc1ccc([N+](=O)[O-])cc1
30: CN(C[C@H](CC1CCCCC1)N(C[C@H](Cc1ccccc1)N(CCc1ccccc1)N=O)N=O)N=O

compound no.,25,26,27,28,29,30
CaV13 ICDI inh,-18,-4,-1,-8,-6,-10
NR2E3 ag-1,1,-3,-85,-14,-13,-14
PDI inh,10,8,-6,-2,-4,10
H9c2 protect,-6,-1,-19,-1,6,-3
HIF-2a block,13,-10,-242,0,13,16
HTR2A ag,-1,-6,-2,6,-3,-3
TRPM1 prom inh,1,-1,-106,-1,-7,14
NR2E3 ag-2,0,1,-4,1,0,1
iPSC survival up,-1.2,-0.2,-2.1,-2.5,-1.2,-2.3
Peg3 prom inh,16,-5,-315,-8,5,8
Shn3 3UTR inh,5,-7,-70,22,-8,37

31: Cc1cc(C)c(S(=O)(=O)Nc2cccc(C(=O)O)c2)cc1S(=O)(=O)Nc1cccc(C(=O)O)c1
32: CC1Oc2ccccc2N(CC(=O)N(Cc2ccccc2)Cc2ccccn2)C1=O (stereo not drawn)
33: CN(CCC#N)CC(=O)Nc1ccc(S(N)(=O)=O)cc1
34: Cc1ccc(S/C(=N\S(=O)(=O)c2ccc(Cl)cc2)c2ccccc2)cc1
35: Cc1ccc(S(=O)(=O)N(Cc2ccc(Cl)cc2)c2ccccc2C(=O)NCc2cccnc2)cc1
36: CCS(=O)(=O)c1ccccc1C(=O)NC1CCCc2ccccc21 (stereo not drawn)

compound no.,31,32,33,34,35,36
CaV13 ICDI inh,-1,·,1,-5,-2,-4
NR2E3 ag-1,-11,1,-12,-14,-28,9
PDI inh,1,-12,6,-2,11,2
H9c2 protect,-1,23,8,22,2,-2
HIF-2a block,15,8,15,12,15,8
HTR2A ag,-6,-1,9,5,-1,4
TRPM1 prom inh,-3,7,-7,35,-6,12
NR2E3 ag-2,3,4,2,2,0,3
iPSC survival up,0.0,-2.2,1.6,0.4,-1.6,0.0
Peg3 prom inh,18,22,6,42,13,2
Shn3 3UTR inh,1,6,9,-26,20,1

37: O=c1c2ccccc2nnn1CSc1nnnn1-c1ccc(O)cc1
38: O=C(Nc1ccc(F)cc1F)NC1CCN(S(=O)(=O)c2ccc(F)cc2)CC1
39: COc1ccc(Cc2nc(-c3ccncc3)no2)cc1
40: Cc1cccc(-n2c(C)cc(/C=C3\C(=N)N4N=C(CC(C)C)SC4=NC3=O)c2C)c1
41: COc1cc(CNC2CCCCC2)c(Br)cc1OC1CCCC1
42: O=C(O)CC(NC(=O)C12CC3CC(CC(C3)C1)C2)c1ccc(Cl)cc1 (stereo not drawn)
43: CCOC(=O)NC(=O)/C(N=Nc1ccc(C(F)(F)F)cc1)=C(\C)O
44: C[C@@H]1COC(=O)[C@H](CC(=O)OC(C)(C)C)C/C=C\C[C@@H](CC(=O)N[C@H](CO)Cc2ccccc2)C(=O)N1

compound no.,37,38,39,40,41,42,43,44
CaV13 ICDI inh,-12,-7,-2,-3,4,-19,-2,-12
NR2E3 ag-1,-24,-11,-5,-24,2,7,9,25
PDI inh,23,0,-1,-13,-2,6,2,4
H9c2 protect,-10,11,-7,-7,-7,0,4,-1
HIF-2a block,-19,16,-84,7,6,16,12,19
HTR2A ag,-1,-1,-1,2,-5,-2,2,12
TRPM1 prom inh,-9,10,-14,-6,-15,-4,8,0
NR2E3 ag-2,2,1,1,1,1,3,5,·
iPSC survival up,0.1,-0.6,-1.2,-1.1,-0.8,-0.5,-1.5,0.1
Peg3 prom inh,-34,7,-81,-7,15,19,2,-5
Shn3 3UTR inh,-3,16,-1,5,21,0,-2,-8

Quoted at random: 3 records from the list
26: CC(CCc1ccccc1)NC(=O)COC(=O)c1ccccc1Br (stereo not drawn)
24: COC(=O)CCCC(=O)N1CCCC(C(=O)c2ccc(OC)cc2C)C1 (stereo not drawn)
23: CCc1cc(C(=O)NNC(=O)CCN2CCN(c3ccccc3)CC2)sc1C

compound no.,26,24,23
CaV13 ICDI inh,-4,-3,·
NR2E3 ag-1,-3,27,6
PDI inh,8,-3,-9
H9c2 protect,-1,8,2
HIF-2a block,-10,5,1
HTR2A ag,-6,-4,3
TRPM1 prom inh,-1,-7,6
NR2E3 ag-2,1,-5,3
iPSC survival up,-0.2,3.2,0.2
Peg3 prom inh,-5,1,5
Shn3 3UTR inh,-7,-5,10
